High-throughput results as filed in PubChem BioAssay.
Growth percent in the NCI-60 one-dose screen (48 h, 10 µM unless noted): 100 = growth as untreated, 0 = no growth, -100 = all killed.
RPMI-8226 = RPMI-8226 leukemia cells; actives 7.5% (n = 77,000); AID 1794781
MOLT-4 = MOLT-4 leukemia cells; actives 6.9% (n = 80,000)
HOP-92 = HOP-92 NSCLC cells. actives 6.3% (n = 71,000). AID 1794738
CCRF-CEM = CCRF-CEM leukemia; actives 7% (n = 77,000); AID 1794778
EKVX = EKVX NSCLC; actives 3% (n = 71,000); AID 1794765
M14 = M14 melanoma; actives 6.2% (n = 80,000); AID 1794745
A549/ATCC = A549/ATCC NSCLC; actives 3.7% (n = 81,000); AID 1794740
HOP-62 = HOP-62 NSCLC; actives 3.9% (n = 80,000); AID 1794735
An asterisk follows results filed as active; / = no result given; [ ] = remark or other dose. How the source made its calls: active means growth percent below 10; inactive means the rest.

| structure | EKVX | CCRF-CEM | A549/ATCC | M14 | HOP-62 | RPMI-8226 | HOP-92 | MOLT-4 |
| --- | --- | --- | --- | --- | --- | --- | --- | --- |
| COc1ccc(-c2cc(-c3nnc(SCC(=O)Nc4ccc(C(C)=O)cc4)n3-c3ccccc3)c3ccccc3n2)cc1OC | 98 | 104 | 95 | 94 | 84 | 105 | 104 | 107 |
| COc1ccc(-c2ccc(-c3ccc(C(=N)N)nc3)s2)cc1Cl | 56 | -49* | -32* | -41* | -31* | -45* | 84 | -49* |
| CC(=O)C1C(=O)OC(C)=C(C(=O)O)C1=O (configuration not stated) | 113 | 79 | 104 | 103 | 106 | 82 | / | 90 |
| COc1cc(/C=N/N2CN(C(C)C(=O)O)B(Nc3ncccn3)N=C2N)cc(OC)c1 (configuration not stated) | 87[100 µM] | 93[100 µM] | 85[100 µM] | 92[100 µM] | 90[100 µM] | 70[100 µM] | 68[100 µM] | 98[100 µM] |
| CC(=O)c1cc(C(=O)N2c3ccccc3Sc3ccccc32)n2c1ccc1ccccc12 | 78 | 36 | 59 | 41 | 56 | 48 | 85 | 55 |
| C=C(C)[C@@H]1CC[C@]2(C#N)CC[C@]3(C)[C@H](CC[C@@H]4[C@@]5(C)CCC(=O)C(C)(C)[C@@H]5CC[C@]43C)[C@@H]12 | 97 | 100 | 91 | 104 | 91 | 89 | 80 | 115 |
| CSc1ncc(Br)c(NCc2ccccc2Cl)n1 | 39 | 98 | 83 | 108 | 84 | 89 | 78 | 104 |
| COc1ccc2nc(OC)c(-c3nc4c(cnn4-c4ccc(Br)cc4)c(=O)[nH]3)cc2c1 | 96 | 102 | 98 | 87 | 81 | 92 | 95 | 101 |
| COc1ccc(N2C(=O)c3sc4nc5ccsc5c(=O)n4c3C2=O)c(OC)c1 | 98 | / | 89 | 99 | 87 | 94 | 106 | 76 |
| Nc1nc(NC(=O)Nc2ccc(C(=O)O)cc2)nn1-c1ccc(S(N)(=O)=O)cc1 | 105 | 99 | 83 | 95 | 94 | 102 | 78 | 93 |
| Cc1ccc(-c2nc(SCc3nc4cc(Cl)c(Cl)cc4[nH]3)[nH]c(=O)c2C#N)cc1 | 96 | 111 | 93 | 91 | 92 | 115 | 104 | 101 |
| NC(=O)c1ccccc1Nc1ccc2nnc(-c3ccncc3)n2n1 | / | 23 | 71 | 87 | 82 | 64 | / | 43 |
| Cc1c(O)c2c(c(C)c1CCO)C(O)C(C)(CO)C2O (configuration not stated) | 97 | 102 | 101 | 106 | 106 | 103 | 99 | 97 |
| O=C(Cc1ccc(F)c(Cl)c1)Nc1cc(C2(C(F)(F)F)CC2)nn1CC1CCCCC1 | 3.9* | 20 | 9.7* | 17 | -8.4* | 4.2* | -15* | 12 |
| Cc1ccccc1NC(=O)C(=O)C(C(=O)c1ccccc1F)C1OC(=O)c2ccccc21 (configuration not stated) | 107 | 65 | 85 | 89 | / | 70 | 102 | 58 |
| COc1cc(-c2c(C#N)c(-c3ccccc3)nc3c2c(-c2ccccc2)nn3-c2ccccc2)ccc1O | 82 | 70 | 52 | 81 | 85 | 61 | 79 | / |
| O=c1c2ccccc2n(-c2ccccc2)c2cc(Cl)ccc12 | 100 | 100 | 95 | 100 | 110 | 96 | 84 | 97 |
| N#Cc1cc(-c2cc3ccccc3o2)oc1N | -26* | -30* | -5.7* | 26 | 20 | / | / | -12* |
| CCOC(=O)c1nn(C2CCCCO2)c2ccc(NC(=O)CSc3nnnn3-c3ccccc3)cc12 (configuration not stated) | 104 | 80 | 104 | 101 | 105 | 91 | 119 | 81 |
| O=c1oc2c([nH]c3ccc4ccccc4c32)c2ccccc12 | 85 | 98 | 134 | 109 | 103 | 103 | 90 | 85 |
| Cc1ccc2[nH]c(=O)c(C(c3ccc(Cl)cc3)c3c(O)c4cc(C)ccc4[nH]c3=O)c(O)c2c1 | 72 | 84 | 84 | 92 | 80 | 73 | 84 | 79 |
| COc1ccc(C2NC(=O)Cc3c2sc2c(F)cccc32)cc1 (configuration not stated) | 87 | 109 | 42 | 93 | 92 | 99 | 95 | 100 |
| COC(=O)/C=C(/C)N1CCCC1 | 103 | 103 | 100 | 98 | 111 | 101 | 78 | 101 |
| CC(=O)c1c(O)c(C)c(O)c2c1OC1=Cc3c(c(C)nn3-c3ccccc3)C(=O)C12C (configuration not stated) | / | 94 | 100 | 107 | 112 | 97 | 106 | 96 |
| COc1ccc(C(Cn2ccnc2)Sc2ccc(Cl)c(Cl)c2)cc1 (configuration not stated) | / | 79 | 88 | 72 | 86 | 51 | 51 | 64 |
| CCOC(=O)Nc1ccc(-c2nc(-c3cccc(OC)c3)c(-c3ccnc(Br)c3)[nH]2)cc1 | 30 | 17 | 37 | 36 | 30 | / | 42 | 14 |
| COc1cc2oc(-c3cccc(NC(=O)c4cccc(NC(=O)[C@H](C)N)c4)c3)cc(=O)c2c(OC)c1OC | 92 | 63 | 104 | / | 101 | 52 | 62 | 72 |
| Cc1ccc(-c2cc(C(=O)N3N=C(c4ccccc4)CC3c3cc(-c4ccccc4)nn3-c3ccccc3)c3ccccc3n2)cc1 (configuration not stated) | 102 | 86 | 93 | 81 | 94 | 98 | 98 | 78 |
| Cc1cc(C(=O)O)c(C)c([N+](=O)[O-])c1 | 102 | 94 | 95 | 102 | 109 | 103 | / | 108 |
| CC1(C)CC(O)CCCCCCOc2c(CN)cccc2NC(=O)c2nc(cnc2N)-c2ccc(cc2)S1(=O)=O (configuration not stated) | 86 | -8.7* | 28 | -73* | 45 | -41* | 115 | 2.4* |
| CN1c2ccccc2C(=O)N(NC(=O)Nc2ccc(F)cc2)C1c1ccc([N+](=O)[O-])cc1 (configuration not stated) | 80 | 100 | 121 | 82 | 103 | 78 | 108 | 80 |
| CC1(C)OC2C(COC(c3ccccc3)(c3ccccc3)c3ccccc3)OC(c3c[nH]c4c(N)ncnc34)C2O1 (configuration not stated) | 55 | 36 | 45 | 53 | 82 | 27 | 59 | -7.9* |
| CCCNC(=O)Oc1ccc(/C(=C(/C)Cc2ccc(OC)cc2)c2ccc(OCCN3CCOCC3)cc2)cc1 | 95 | 86 | 94 | 102 | 100 | 89 | 85 | 79 |
| CC1(C)CC[C@]2(C(=O)O)CC[C@]3(C)C(=CCC4[C@@]5(C)C[C@@H](O)[C@@H]6OC(c7cccs7)OC[C@@]6(C)C5CC[C@]43C)C2C1 (some centres not stated) | 61 | 72 | 51 | 52 | 87 | 66 | 59 | 82 |
| Cc1ccc(OCC2CO2)cc1 (configuration not stated) | 103 | 77 | 101 | 106 | 99 | / | / | 101 |
| Cc1c(Cl)cccc1NC(=O)CN1CCCCC1 | 98 | / | 100 | 96 | 101 | / | 115 | 92 |
| CCCCCN1C=C/C(=C\C(=O)N(C)c2ccc(OC(F)(F)F)cc2)c2ccccc21 | 87 | 104 | 91 | 102 | 91 | 95 | 98 | 96 |
| CCN(CC)CCNc1cc(OC)cc2cccnc12 | 90 | 105 | 63 | 80 | 49 | 87 | 99 | 92 |
| CCCCN(CCCC)CCC(=O)c1ccc2cc(Br)c3ccccc3c2c1 | 104 | 88 | 93 | 92 | 111 | 78 | 65 | 76 |
| CC(C)(C)c1cc(-c2nc3ccc(N4CCN(S(C)(=O)=O)CC4)cc3[nH]2)cc(C(C)(C)C)c1O | 101 | 84 | 83 | 98 | 77 | 80 | 86 | 65 |
| O=C1/C(=C/c2ccc(O)cc2)COc2ccc(-c3ccccc3)cc21 | 105 | -25* | 90 | 87 | 80 | -30* | 84 | -23* |
| CSC1=CC(=O)c2ccccc2C1=O | 90 | -17* | 99 | 95 | / | 44 | -29* | -22* |
| COc1cccc2c1S(=O)(=O)c1c(NCCN)nc3ccccc3c1C2=O | 85 | 73 | 89 | 74 | 96 | 89 | 78 | 69 |
| Cn1c(=O)c2[nH]c(C(F)(F)C(F)(F)C(F)(F)F)nc2n(C)c1=O | 98 | 100 | 89 | 98 | 84 | 98 | 68 | 97 |
| O=CN/N=C/c1ccc2c(c1)CCC2 | 50 | 124 | 102 | 103 | 95 | 98 | / | 94 |
| c1ccc(C(c2c[nH]c3ccccc23)N2CCCC2)cc1 (configuration not stated) | / | 88 | 102 | 93 | 96 | 95 | 95 | 88 |
| NS(=O)(=O)c1cccc(N2C(=O)c3nccnc3C2=O)c1 | 101 | 108 | 107 | 92 | 100 | 109 | 93 | 101 |
| C=CCOC(=O)CCCCCCCC1OC1CCCCCCCC (configuration not stated) | / | 89 | 96 | 99 | 100 | 97 | 94 | 89 |
| C/C(=C\COc1c2c(cc3c1CCO3)OC1(C=C2)OC(CC/C(C)=C/COc2c3ccoc3cc3oc(=O)ccc23)C(C)(C)O1)CCC(O)C(C)(C)O (configuration not stated) | 75 | / | 51 | 62 | 82 | 26 | 25 | 32 |
| Cc1ccc2nc(-c3ccc(N=NNc4ccc(-c5nc6ccc(C)c(S(=O)(=O)O)c6s5)cc4)cc3)sc2c1S(=O)(=O)O | 109 | / | 108 | 103 | 102 | / | / | 102 |
| CCCCN1c2nc3ccccc3cc2Sc2cc3ccccc3nc21 | 85 | 89 | / | 103 | 91 | 78 | 28 | 103 |
| COC(=O)C(Cc1c[nH]c2ccccc12)N1CC(=O)N2[C@@H](c3ccccc3)SC[C@H]2C1=O (some centres not stated) | 102 | 87 | 94 | 111 | 123 | 91 | / | 95 |
| COc1cc(-c2nc3ccccc3o2)cc(CN2CCCCC2)c1O | 67 | / | 34 | 35 | 50 | 45 | 103 | 49 |
| CCCCC/C(C)=N\NC(N)=S | 55 | 41 | 78 | 75 | 90 | 71 | 93 | 57 |
| CCN(CC)CCSc1nc(-c2ccccc2)c(C#N)c(=O)[nH]1 | 92 | 150 | 113 | 111 | 55 | 119 | 120 | 105 |
| COC(=O)c1c(C)nc(C)c2c1C(=O)C=C(NCCN1CCOCC1)C2=O | 93 | 108 | 104 | 104 | 106 | 100 | 154 | 110 |

(list continues)
| structure | EKVX | CCRF-CEM | A549/ATCC | M14 | HOP-62 | RPMI-8226 | HOP-92 | MOLT-4 |
| --- | --- | --- | --- | --- | --- | --- | --- | --- |
| Cc1ccc(S(=O)(=O)NCCCNc2nccc(-c3cn(C(C)(C)C)nc3-c3ccc(F)c(O)c3)n2)cc1 | 91 | 78 | 77 | 90 | 134 | 79 | 127 | 77 |
| COc1ccc(CCNC(=O)c2cc(-c3cc(Cl)cc(Cl)c3)oc2C)cc1 | 90 | 98 | 76 | 83 | 88 | 98 | 92 | 99 |
| Nc1nc2c3cccnc3cc(-c3cccc(Cl)c3)c2c2ncccc12 | 53 | 51 | 66 | 46 | 70 | 57 | 87 | 42 |
| CC[C@]12C=CCN3CC[C@@]4(c5cc([C@H]6CCC(=O)N6)c(OC)cc5N(C)[C@H]4[C@@](O)(C(=O)OC)[C@@H]1OC(C)=O)[C@@H]32 | 111[2.5 µM] | 100[2.5 µM] | 100[2.5 µM] | 96[2.5 µM] | 98[2.5 µM] | 114[2.5 µM] | 98[2.5 µM] | 102[2.5 µM] |
| CSc1nc2c(c(=O)[nH]1)N=C1c3ccccc3C(=O)C1C(c1ccccc1)N2 (configuration not stated) | / | 29 | 52 | 29 | 45 | 36 | 60 | 20 |
| CCN(CC)CCCC(C)Nc1c(C)cnc2cccc(C)c12 (configuration not stated) | 98 | 102 | 109 | 108 | 98 | 99 | 98 | 95 |
| c1ccc(COCCN2CCCCC2)cc1 | 100 | 102 | 102 | 93 | 99 | 98 | 107 | 106 |
| O=c1c2ccccc2nnn1Cc1ccco1 | / | 89 | 102 | 112 | 103 | 92 | 149 | 87 |
| CC(C)C(=O)OCCOc1ccc(C(C)(C)C)cc1 | 103 | 99 | 88 | 107 | 102 | 98 | 98 | 114 |
| c1ccc(Oc2ncnc3ccccc23)cc1 | 92 | 97 | 102 | 112 | 102 | 106 | 95 | 105 |

Some of these compounds in order of SMILES length, low to high.
| structure | EKVX | CCRF-CEM | A549/ATCC | M14 | HOP-62 | RPMI-8226 | HOP-92 | MOLT-4 |
| --- | --- | --- | --- | --- | --- | --- | --- | --- |
| c1ccc(COCCN2CCCCC2)cc1 | 100 | 102 | 102 | 93 | 99 | 98 | 107 | 106 |
| O=CN/N=C/c1ccc2c(c1)CCC2 | 50 | 124 | 102 | 103 | 95 | 98 | / | 94 |
| N#Cc1cc(-c2cc3ccccc3o2)oc1N | -26* | -30* | -5.7* | 26 | 20 | / | / | -12* |
| CCCCN1c2nc3ccccc3cc2Sc2cc3ccccc3nc21 | 85 | 89 | / | 103 | 91 | 78 | 28 | 103 |
| O=c1c2ccccc2n(-c2ccccc2)c2cc(Cl)ccc12 | 100 | 100 | 95 | 100 | 110 | 96 | 84 | 97 |
| COc1cc(-c2nc3ccccc3o2)cc(CN2CCCCC2)c1O | 67 | / | 34 | 35 | 50 | 45 | 103 | 49 |
| NS(=O)(=O)c1cccc(N2C(=O)c3nccnc3C2=O)c1 | 101 | 108 | 107 | 92 | 100 | 109 | 93 | 101 |
| COc1ccc(CCNC(=O)c2cc(-c3cc(Cl)cc(Cl)c3)oc2C)cc1 | 90 | 98 | 76 | 83 | 88 | 98 | 92 | 99 |
| O=C(Cc1ccc(F)c(Cl)c1)Nc1cc(C2(C(F)(F)F)CC2)nn1CC1CCCCC1 | 3.9* | 20 | 9.7* | 17 | -8.4* | 4.2* | -15* | 12 |
| CC(C)(C)c1cc(-c2nc3ccc(N4CCN(S(C)(=O)=O)CC4)cc3[nH]2)cc(C(C)(C)C)c1O | 101 | 84 | 83 | 98 | 77 | 80 | 86 | 65 |
| Cc1ccc(-c2cc(C(=O)N3N=C(c4ccccc4)CC3c3cc(-c4ccccc4)nn3-c3ccccc3)c3ccccc3n2)cc1 (configuration not stated) | 102 | 86 | 93 | 81 | 94 | 98 | 98 | 78 |
| CC[C@]12C=CCN3CC[C@@]4(c5cc([C@H]6CCC(=O)N6)c(OC)cc5N(C)[C@H]4[C@@](O)(C(=O)OC)[C@@H]1OC(C)=O)[C@@H]32 | 111[2.5 µM] | 100[2.5 µM] | 100[2.5 µM] | 96[2.5 µM] | 98[2.5 µM] | 114[2.5 µM] | 98[2.5 µM] | 102[2.5 µM] |
